HIV Rev-RRE inh: disrupts HIV-1 Rev binding to RRE RNA; P05866; Rev peptide-RRE RNA binding, FRET; inhibition, % at 8 µM; 0.79% of 97,000 active; AID 704;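 active means inhibition above the screen-wide mean plus 3 SD, cut at about 35% in these data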;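 further: 0% = median DMSO wells and 100% = median Neomycin B control wells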
Target sequence (P05866 whole entry, looked up): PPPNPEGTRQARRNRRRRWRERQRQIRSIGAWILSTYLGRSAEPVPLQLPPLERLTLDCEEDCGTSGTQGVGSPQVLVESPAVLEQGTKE
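Assay system: labelled RRE RNA duplex and labelled Rev peptide / Medium: HEPES pH 7.5 salt buffer with EDTA / Reagent: labelled Rev peptide / Schedule: 5 + 15 min at 25 °C / Signal: FRET, excitation 480 nm, emission 540 nm donor and 671 nm acceptor / Benchmarks: DMSO and neomycin B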
S1P2 ag: agonists of human S1P2 receptor | O95136 | S1P2-expressing cell line, agonist reporter read-out | activation, % at 4.5 µM | 0.46% of 97,000 active | AID 729; in the data active means activation above about 16%;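 further: 0% = vehicle low control and 100% = maximal reference agonist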
S1P2 blocker: blocks the human S1P2 receptor. cell-based S1P2 antagonist assay, inhibition at 5 uM. O95136. inhibition, % at 5 µM. 0.21% of 97,000 active; in the data active means inhibition above about 45%;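 further: CRE beta-lactamase reporter cells expressing human S1P2 stimulated with S1P; 0% = agonist at EC80 alone and 100% = agonist plus reference antagonist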
PTPN22 act: LYP (human) phosphatase activation; Q9Y2R2; recombinant LYP, DiFMUP fluorescence; 0 = plate median, 100 = signal doubled; activation, % at 2 µM; 0.11% of 96,000 active;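 active means activation at 2 µM above a set limit, the mean plus 5 SD, cut at about 37% in these data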
PostGolgi ctrl: yeast control strain growth, post-Golgi counter-screen. inhibition, % at 10 µM. efflux-deficient yeast background strain, growth absorbance A615, 16 h. AID 738. 5% of 98,000 active
EphB4 ephrin blk: EphB4-ephrin-B2 interaction antagonism | P54760 | EphB4 LBD / TNYL-RAW-Alexa532 peptide, fluorescence polarization | inhibition, % at 7 µM | 0.15% of 97,000 active;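 active means inhibition above the screen-wide mean inhibition plus 3 SD, cut at about 15% in these data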;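 further: 0% = DMSO wells and 100% = excess unlabeled TNYL-RAW peptide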
LYP inh 2: inhibitors of human LYP (PTPN22) phosphatase; recombinant LYP catalytic domain, DiFMUP fluorescence; inhibition, % at 2 µM; 0.21% of 96,000 active;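 active means inhibition at 2 µM at or above a set limit, the screen mean plus 3 SD, cut at about 24% in these data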;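 further: 0% = DMSO with enzyme and 100% = enzyme fully blocked by orthovanadate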
FAK inh: inhibitors of human focal adhesion kinase | Q05397 | biochemical FAK kinase activity assay | inhibition, %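 (tested at 7 µM)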 | 0.84% of 97,000 active | AID 727; in the data active means inhibition above about 19%;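 further: 0% = DMSO and 100% = reference compound high control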
Target sequence (Q05397 whole entry, looked up): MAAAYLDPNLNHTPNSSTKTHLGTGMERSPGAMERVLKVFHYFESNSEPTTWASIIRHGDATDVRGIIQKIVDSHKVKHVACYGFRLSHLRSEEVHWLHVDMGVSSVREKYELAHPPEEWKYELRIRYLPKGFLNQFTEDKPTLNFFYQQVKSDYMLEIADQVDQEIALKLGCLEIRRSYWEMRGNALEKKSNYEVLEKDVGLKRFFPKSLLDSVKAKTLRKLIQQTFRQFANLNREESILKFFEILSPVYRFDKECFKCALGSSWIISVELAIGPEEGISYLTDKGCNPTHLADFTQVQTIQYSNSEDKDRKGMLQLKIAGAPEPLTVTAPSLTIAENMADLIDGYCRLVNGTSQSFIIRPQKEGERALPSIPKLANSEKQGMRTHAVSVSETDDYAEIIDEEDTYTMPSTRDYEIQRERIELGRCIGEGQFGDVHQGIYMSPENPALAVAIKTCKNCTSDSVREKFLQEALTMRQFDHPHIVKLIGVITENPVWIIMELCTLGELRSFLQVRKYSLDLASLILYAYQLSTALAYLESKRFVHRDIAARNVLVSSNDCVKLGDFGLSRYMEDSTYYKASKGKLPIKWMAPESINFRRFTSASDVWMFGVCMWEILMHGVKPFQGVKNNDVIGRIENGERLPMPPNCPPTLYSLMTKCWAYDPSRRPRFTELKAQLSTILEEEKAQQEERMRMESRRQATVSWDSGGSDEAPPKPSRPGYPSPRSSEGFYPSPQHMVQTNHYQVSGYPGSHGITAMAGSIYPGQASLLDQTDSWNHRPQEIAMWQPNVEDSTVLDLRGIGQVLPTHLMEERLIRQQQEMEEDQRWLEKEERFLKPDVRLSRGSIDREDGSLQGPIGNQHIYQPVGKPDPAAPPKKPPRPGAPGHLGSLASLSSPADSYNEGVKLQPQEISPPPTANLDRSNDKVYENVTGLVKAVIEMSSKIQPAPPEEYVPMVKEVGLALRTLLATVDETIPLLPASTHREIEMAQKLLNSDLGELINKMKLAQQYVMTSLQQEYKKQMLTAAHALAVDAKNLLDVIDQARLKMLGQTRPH
PostGolgi yeast: growth inhibition of a yeast mutant, post-Golgi transport screen. post-Golgi transport phenotypic cell assay. inhibition, % at 10 µM. 0.9% of 98,000 active. AID 739;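 further: yeast cells grown in 1536-well plates; yeast grown about 18 h at 30C before absorbance read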
An asterisk follows results filed as active; . = not tested or not shown; [ ] = another dose, or the depositor's remark. Unless noted, no stated cut-off is given here; in the data, active means inhibition above about 30%; inactive means the rest.

SMILES | HIV Rev-RRE inh | S1P2 ag | S1P2 blocker | PTPN22 act | PostGolgi ctrl | EphB4 ephrin blk | LYP inh 2 | FAK inh | PostGolgi yeast
CSc1ccccc1NC(=O)COc1ccccc1Cl | 7 | -4 | 15 | 1 | 22 | -8 | 3 | -4 | 1
CCOc1ccc(NS(=O)(=O)c2ccc(SC)cc2)cc1 | 8 | -1 | 1 | -6 | 12 | -5 | 2 | 4 | 5
COc1ccccc1CN(CC(=O)NCc1ccc2c(c1)OCO2)C(=O)c1ccc2c(c1)OCCO2 | 9 | -5 | -20 | 6 | . | 0 | -7 | 1 | .
COc1ccc(OC)c(NS(=O)(=O)c2cc(OC)ccc2OC)c1 | 0 | 0 | -17 | -8 | 12 | 5 | 3 | -4 | 6
N=c1c(C(=O)NCc2ccco2)cc2c(=O)n3ccccc3nc2n1Cc1ccc(Cl)cc1 | 19 | 29* | -37 | -2 | 35* | 2 | -1 | 3 | 11
COc1cccc(-c2nc(-c3ccccn3)no2)c1 | 0 | -6 | 31 | 5 | -5 | 4 | -3 | 98* | 0
N#Cc1c(SCC(=O)OCc2ccccc2)nsc1SCC(=O)OCc1ccccc1 | 21 | -3 | -8 | -15 | 23 | -1 | 15 | -1 | -9
COc1ccc(N2CCN(CCNC(=O)Nc3ccc(Cl)cc3)CC2)cc1 | 0 | -4 | 4 | -6 | 4 | -5 | 9 | 2 | 0
CN(C)CCSc1nnc2sc3ccccc3n12 | 5 | 0 | -2 | 1 | 5 | 7 | -2 | 0 | -1
O=C(CN(C(=O)CNC(=O)c1ccco1)c1ccc(Cl)c(Cl)c1)NC1CCCCC1 | 5 | -5 | 10 | 0 | 6 | -4 | 0 | -1 | -3
Cn1c(CNC(=O)Nc2cccc(Cl)c2)nnc1SCc1ccccc1 | 6 | -7 | 33 | -5 | 1 | 2 | 4 | 0 | -14
Cc1ccccc1Cc1c(C)nc2c(C(=O)NCc3ccco3)cnn2c1C | 4 | -9 | 2 | 3 | 42* | 2 | -4 | 7 | -14
O=[N+]([O-])c1c(C(Cl)Cl)nn(-c2ccccc2)c1N1CCCC1 | 9 | -6 | 12 | -5 | 31* | 3 | 8 | 0 | -1
C=CCn1cc(C(=O)NCCOC)c(=O)c2cc(S(=O)(=O)N(CC)CC)ccc21 | -1 | 0 | -12 | 6 | 1 | -5 | -7 | 1 | 5
O=C(c1nc2ccccc2s1)N1CCN(c2ccccn2)CC1 | -1 | -5 | -5 | 2 | 11 | 6 | 2 | 0 | -2
c1ccc(-c2nnc(SCc3nc4ccccc4[nH]3)n2Cc2ccco2)nc1 | 2 | 13 | -10 | 6 | 6 | 1 | -7 | -3 | -1
Cc1oc2c(c1C(=O)NCc1cc(C(=O)O)co1)CCCC2 | 5 | -11 | 20 | 2 | 0 | 8 | 2 | 0 | 4
O=C(c1cc2ccccc2oc1=O)N(Cc1ccco1)C1CCS(=O)(=O)C1 (stereo not drawn) | 5 | -4 | 10 | 6 | -10 | -5 | -6 | -3 | 13
O=C1CC(c2ccco2)CC(O)=C1C=Nc1cc(Cl)cc(Cl)c1 (stereo not drawn) | 12 | -2 | 7 | 0 | 1 | -6 | 2 | 0 | 0
CCOc1cc(NC(=O)c2cnccn2)c(OCC)cc1NC(=O)c1ccc(C)cc1 | 15 | -6 | 9 | 2 | . | -6 | -2 | 1 | .

Entries shown so far that have an aryl methoxy group:
SMILES | HIV Rev-RRE inh | S1P2 ag | S1P2 blocker | PTPN22 act | PostGolgi ctrl | EphB4 ephrin blk | LYP inh 2 | FAK inh | PostGolgi yeast
COc1ccccc1CN(CC(=O)NCc1ccc2c(c1)OCO2)C(=O)c1ccc2c(c1)OCCO2 | 9 | -5 | -20 | 6 | . | 0 | -7 | 1 | .
COc1ccc(OC)c(NS(=O)(=O)c2cc(OC)ccc2OC)c1 | 0 | 0 | -17 | -8 | 12 | 5 | 3 | -4 | 6
COc1cccc(-c2nc(-c3ccccn3)no2)c1 | 0 | -6 | 31 | 5 | -5 | 4 | -3 | 98* | 0
COc1ccc(N2CCN(CCNC(=O)Nc3ccc(Cl)cc3)CC2)cc1 | 0 | -4 | 4 | -6 | 4 | -5 | 9 | 2 | 0

(listing goes on)
SMILES | HIV Rev-RRE inh | S1P2 ag | S1P2 blocker | PTPN22 act | PostGolgi ctrl | EphB4 ephrin blk | LYP inh 2 | FAK inh | PostGolgi yeast
COc1cccc(-c2nn(C)c3sc(C(=O)N4CCOCC4)cc23)c1 | -1 | -2 | -21 | -6 | 9 | -1 | 5 | 4 | -2
O=C(c1ccc(Cl)s1)N1CCOCC1 | 6 | -5 | 10 | 3 | 9 | 8 | -6 | 2 | 1
O=C(COC(=O)Cc1cccs1)Nc1ccccc1 | 6 | -5 | 14 | 7 | -3 | 0 | -8 | 3 | 2
CCCCCOc1ccc(N2C(=O)CC(N(O)c3ccccc3)C2=O)cc1 (stereo not drawn) | 2 | -4 | -12 | 4 | -7 | -7 | -6 | -5 | -3
CCc1nc(N)c(C#N)c(-c2cccn2C)c1C | -2 | 3 | -49 | 3 | . | 2 | -6 | 1 | .
COc1cc(C)c(S(=O)(=O)NC2CC(C)(C)NC(C)(C)C2)cc1C | 8 | -2 | -20 | -6 | 0 | 3 | 7 | -1 | -1
COCCCn1c(SCC(=O)NC(C)C)nnc1-c1ccccc1 | 4 | -3 | 1 | 9 | 7 | -3 | -12 | -7 | 2
O=C1OC(c2ccccc2)/C(=C(/O)c2ccccc2)C1=O (stereo not drawn) | 10 | -2 | -6 | -12 | 0 | 0 | 15 | 1 | 7
CC(C)CCn1c(SCCc2ccccc2)nc2c1c(=O)[nH]c(=O)n2C | 11 | -1 | -8 | -11 | 35* | 9 | 10 | 0 | -7
CCNC(=O)c1cc2c(=O)n3cccc(C)c3nc2n(CCc2ccccc2)c1=N | 2 | -4 | 0 | -7 | 3 | 6 | 6 | -1 | 4
Cn1c(CN2CCCCC2)c(C#N)c2ccccc21 | 5 | -1 | -32 | 4 | 7 | 3 | -5 | -1 | 5
CN1CC2=Cc3ccccc3OC23Oc2ccccc2C=C3C1 | 4 | -8 | 28 | -2 | 10 | 2 | 1 | -3 | 1
COc1cccc(-c2[nH]nc3c2C(c2ccoc2)C(C#N)=C(N)O3)c1 (stereo not drawn) | 3 | -2 | -3 | 5 | 9 | 2 | -3 | 3 | 4
COc1cccc(CN2CCN(C(=O)c3cccc(F)c3)CC2)c1 | 4 | -8 | 11 | 8 | . | 4 | -6 | 2 | .
CCOc1ccccc1C(=O)NC1CC2CCCC(C1)N2Cc1ccccc1 (stereo not drawn) | 7 | -3 | -17 | -12 | . | 5 | 13 | -1 | .
CCOC(=O)c1[nH]c(C)c(C(=O)N(C)Cc2ccccc2)c1C | -3 | -4 | 3 | -3 | 9 | -5 | 1 | -1 | -1
Cc1nc(CSc2nc3[nH]ncc3c(=O)n2-c2ccccc2)cs1 | 1 | 0 | -30 | -11 | -1 | -1 | 10 | 1 | 12
CCn1c(=N)n(CC(=O)c2ccc(OC)cc2)c2ccccc21 | -6 | -4 | 6 | 2 | -4 | 2 | 2 | 4 | 5
CSc1nc(NC(C)=O)nc(C)c1Br | -2 | -2 | -19 | 3 | . | -5 | -4 | -1 | .
O=C(NCCN1CCCCC1)/C(=N\O)c1ccccc1 | -1 | -8 | 12 | 2 | -3 | 4 | -5 | -1 | 2

Shown as a hit in S1P2 ag (from the list above):
compound	HIV Rev-RRE inh	S1P2 ag	S1P2 blocker	PTPN22 act	EphB4 ephrin blk	LYP inh 2	FAK inh
N=c1c(C(=O)NCc2ccco2)cc2c(=O)n3ccccc3nc2n1Cc1ccc(Cl)cc1	19	29*	-37	-2	2	-1	3

Carrying on:
SMILES | HIV Rev-RRE inh | S1P2 ag | S1P2 blocker | PTPN22 act | PostGolgi ctrl | EphB4 ephrin blk | LYP inh 2 | FAK inh | PostGolgi yeast
CC(NC(=O)c1ccc(Cn2cc([N+](=O)[O-])cn2)o1)c1ccccc1 (stereo not drawn) | -1 | -7 | -10 | -1 | 6 | -5 | 6 | -1 | 7
Cc1nc(CS(=O)(=O)c2ccccc2)cc(Sc2ccc(Cl)cc2Cl)n1 | 12 | -2 | 15 | -9 | 37* | 1 | 12 | 6 | 5
COc1ccc(S(=O)(=O)N2C3CCC2CC(NC(=O)C2CC2)C3)cc1 (stereo not drawn) | 5 | -4 | 14 | 5 | 7 | 9 | -7 | -1 | 6
CCOC(=O)C(NS(=O)(=O)c1ccccc1)(C(F)(F)F)P(=O)(OCC(C)C)OCC(C)C (stereo not drawn) | -4 | 0 | -20 | 2 | 6 | 0 | -1 | -2 | -4
CCOc1cc(C2CC(=O)NC(SCC)=C2C#N)ccc1O (stereo not drawn) | 4 | -2 | -7 | 9 | 0 | 2 | -12 | 2 | 4
Cc1cc(S(=O)(=O)NCCN2CCOCC2)c(C)s1 | 6 | -1 | 23 | -2 | 1 | -6 | 1 | 1 | -8
COc1ccc(N=C2NC(=O)S/C2=C\c2ccc(N(C)C)cc2)cc1 | 117*[fluorescence artefact?] | -3 | 7 | -5 | 14 | 9 | 2 | -3 | -5
C=CCn1c(=N)c(C(=O)NCCCOC)cc2c(=O)n3cc(C)ccc3nc21 | -3 | 19* | -38 | -8 | 2 | -6 | 5 | 0 | -6
CCC(=O)Nc1ccc(Cl)c(NC(=O)c2cccnc2)c1 | 4 | -1 | 14 | 2 | 4 | 4 | -4 | -1 | 4
CCn1c(CCNC(=O)c2ccccc2Cl)n[nH]c1=S | 0 | -7 | -23 | 10 | 3 | -5 | -5 | -3 | -1
Cc1cccc(-c2noc(CCC(=O)Nc3ccccc3)n2)c1 | 7 | -2 | -8 | 8 | 19 | -6 | -14 | -2 | -5
COc1ccc(-c2nnc(SCC(=O)NC(=O)NCc3ccco3)o2)cc1 | 8 | -2 | -32 | -3 | 5 | -5 | 2 | -2 | -5
COC(=O)c1ccc(C2/C(=C(/O)c3ccc(OC)cc3)C(=O)C(=O)N2CC2CCCO2)cc1 (stereo not drawn) | -1 | -2 | 5 | 1 | -3 | 6 | 0 | -4 | 4
COCCn1c(SCC(=O)Nc2sc(C)c(C)c2C#N)nnc1-c1ccc(OC)cc1 | 2 | -2 | -13 | 9 | 8 | -5 | -10 | 2 | 4
CC[n+]1c(/C=C2\C=C(C)CC(C)C2)sc2ccccc21 (stereo not drawn) | -2 | -5 | -5 | -2 | 17 | 1 | 4 | 1 | -3
Cc1ccc(C(=O)c2c(NC(=O)c3ccccc3C)sc(C)c2C)cc1 | 18 | -5 | -20 | -1 | 6 | 3 | 6 | 5 | -3
Cc1ccccc1NC(=O)C1CC(=O)N(c2ccc3c4c(cccc24)CC3)C1 (stereo not drawn) | 3 | -10 | -7 | 4 | -6 | 0 | -1 | -5 | -2
CCOC(=O)C1CCCN(C/C(O)=C(\C#N)c2nc(-c3ccccc3)cs2)C1 (stereo not drawn) | 1 | -7 | -48 | -10 | 11 | -1 | 13 | -2 | -9
O=C(COC(=O)c1ccccc1[N+](=O)[O-])c1ccc(C2CCCCC2)cc1 | 20 | -2 | 1 | -5 | 34* | -6 | 9 | -1 | -7
Cc1ccc(C)c2[nH]c(=O)c(CCNC(=O)c3ccc(Br)o3)cc12 | 9 | -2 | -12 | 9 | . | 14 | -9 | -2 | .
CC1=CC(C)(C)N(C(=O)CN2C(=O)c3ccccc3C2=O)c2ccccc21 | 6 | -7 | 3 | -2 | 20 | -2 | -2 | 1 | -5
COc1ccc(N(C(=O)Cn2nnc3ccccc32)C(C(=O)NCc2ccco2)c2cccnc2)cc1 (stereo not drawn) | 3 | 1 | 9 | 5 | -3 | -6 | -5 | 3 | 2
CN1CC=C2C(C#N)=C(N)C(C#N)(C#N)[C@H](c3cccs3)[C@H]2C1 | 58* | 2 | 4 | 1 | . | 1 | -9 | 1 | .
CCN(CC)CCC(=O)Nc1ccc2c(c1)N(C(=O)CN(CC)CC)c1ccccc1CC2 | 4 | 1 | -3 | 2 | 17 | 0 | -6 | 10 | 5
Cc1nn(C2CCS(=O)(=O)C2)c(Cl)c1/C=C/C(=O)OCC(=O)Nc1ccccc1OC(F)F (stereo not drawn) | 21 | -5 | -5 | -9 | 1 | -1 | 10 | 1 | 0
